# FBW7 activator: activators of human E3 ligase FBW7 | Q969H0 | AlphaScreen FBW7–phospho-cyclin E peptide binding, activator screen | AID 1259310 | actives 0.13% (n = 650,000) | normalized activity (activation), % at 26.1 µM; in the data active means normalized activity above about 1.9%;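 further: purified mutant Fbw7 with reduced substrate affinity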
# Target sequence (Q969H0 whole entry, looked up): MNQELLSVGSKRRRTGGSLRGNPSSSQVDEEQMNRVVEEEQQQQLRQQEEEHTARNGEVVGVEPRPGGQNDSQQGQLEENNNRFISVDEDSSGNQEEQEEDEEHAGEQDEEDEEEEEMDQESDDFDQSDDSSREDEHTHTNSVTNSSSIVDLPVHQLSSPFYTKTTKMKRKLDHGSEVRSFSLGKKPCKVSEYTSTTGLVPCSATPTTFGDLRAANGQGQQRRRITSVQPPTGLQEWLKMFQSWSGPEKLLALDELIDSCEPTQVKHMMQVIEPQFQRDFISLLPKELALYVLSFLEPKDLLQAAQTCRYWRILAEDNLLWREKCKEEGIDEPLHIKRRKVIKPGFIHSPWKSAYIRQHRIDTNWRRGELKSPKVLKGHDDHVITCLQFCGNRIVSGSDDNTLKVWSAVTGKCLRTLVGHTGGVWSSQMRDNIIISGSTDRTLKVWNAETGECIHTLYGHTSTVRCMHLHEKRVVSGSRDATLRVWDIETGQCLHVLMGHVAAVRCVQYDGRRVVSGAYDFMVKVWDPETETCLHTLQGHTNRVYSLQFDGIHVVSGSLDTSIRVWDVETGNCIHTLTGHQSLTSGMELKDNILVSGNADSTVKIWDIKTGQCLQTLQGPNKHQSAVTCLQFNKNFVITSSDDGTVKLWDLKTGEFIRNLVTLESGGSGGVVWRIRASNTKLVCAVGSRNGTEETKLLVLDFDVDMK
# GPR151 ag: activates the human receptor GPR151; activation, % at 11.2 µM; actives 1% (n = 650,000); AID 1508602; Q8TDV0; PathHunter beta-arrestin GPR151 cells, luminescence; in the data active means activation above about 4.9%;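 further: 0% = median of compound wells and 100% = cells with positive control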
# Target sequence (Q8TDV0 whole entry, looked up): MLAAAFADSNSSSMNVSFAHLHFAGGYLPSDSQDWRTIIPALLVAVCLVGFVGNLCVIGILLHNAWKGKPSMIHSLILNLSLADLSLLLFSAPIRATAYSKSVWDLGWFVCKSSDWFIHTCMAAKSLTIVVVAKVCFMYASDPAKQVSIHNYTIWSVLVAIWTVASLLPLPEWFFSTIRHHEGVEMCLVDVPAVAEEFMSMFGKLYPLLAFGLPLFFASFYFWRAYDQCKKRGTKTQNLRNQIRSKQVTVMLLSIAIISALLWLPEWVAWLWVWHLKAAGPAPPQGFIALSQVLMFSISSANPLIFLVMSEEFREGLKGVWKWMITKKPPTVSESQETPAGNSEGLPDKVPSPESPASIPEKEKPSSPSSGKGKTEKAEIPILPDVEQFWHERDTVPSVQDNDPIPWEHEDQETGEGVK
# MITF inh: blocks human microphthalmia-associated transcription factor | AlphaScreen MITF homodimerization, bead proximity signal | inhibition, % at 2.6 µM | actives 0.91% (n = 650,000); in the data active means inhibition above about 50%;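 further: 0% = vehicle wells with protein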
# TEAD-YAP block: TEAD-YAP interaction inhibition; HEK-TIYL cells, TEAD-Gal4/YAP UAS-luciferase luminescence; inhibition, % at 9.12 µM; actives 1.4% (n = 640,000); AID 1259422; in the data active means inhibition above about 32%;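 further: 0% = median of test compound wells and 100% = reference inhibitor wells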
# The depositor's hits bear a star; & = joins results of further samples. Rows are unselected; 3.5% or so of the library scored in one or more.
SMILES,FBW7 activator,GPR151 ag,MITF inh,TEAD-YAP block
COc1ccc(OC)c(C2C(C#N)=C(N)Oc3n[nH]c(C)c32)c1 (configuration not stated),-0.1,1.1,7,-10
O=C(CCc1nnc(C2(c3ccc(Cl)cc3)CCC2)o1)N1CCCO1,0.3,-1.6,17,-11
Cc1ccc2c(CCl)cc(=O)oc2c1,-0.2,1.1,0,-3
CC1=C(C(=O)OC(C)(C)C)C(c2ccc(OCC(N)=O)cc2)C(C#N)=C(N)O1 (configuration not stated),-0.2,0.0,3,-5
CCCCNC(=O)c1ccc(Cl)cc1,0.0,0.3,-18,-16
COc1ccc(-n2cc(-c3ccccc3)nc2SCC(=O)NC2CCCCC2)cc1,-0.2,0.2,11,-13
CC1CC1C(=O)OCC(=O)NC(=O)c1ccc(C(C)(C)C)cc1 (configuration not stated),0.1,2.9,-2,-8
O=C(CNC(=O)c1ccc(Br)o1)Nc1ccccc1,0.1,0.9,-10,10
C#CCOc1ccc2c(c1)c(C(=O)OCC)c(C)n2C,-0.1,1.8,-1,10
Cc1ccc(O)c(NC(=O)c2cc(C(C)C)on2)c1,-0.1,-0.9,0,-71
COc1ccc(C(c2c(NC(=O)c3ccco3)sc(C)c2C)N2CCCCC2)cc1 (configuration not stated),-0.1,-0.2,8,-9
CCNC(=O)c1ccc(Br)c(S(=O)(=O)N2CCOCC2)c1,-0.2,1.2,-7,-10
COc1ccc(-n2nc3ccc(N)cc3n2)cc1,-0.2,-1.4,10,-19
O=C(CSc1nnnn1C1CCCCC1)NCCOc1ccccc1,0.1,3.4,1,7
Cc1ccc2nc3c(cc(C#N)c(=N)n3CCc3ccccc3)c(=O)n2c1,-0.1,1.6,-2,8
COc1cc(-c2nnc(CSc3nnnn3-c3cccc(C)c3)o2)cc(OC)c1OC,0.1,0.3,-16,5
Cc1cccc(NC(=O)CC2S/C(=N\N=C\c3ccco3)NC2=O)c1C (configuration not stated),-0.1,-0.4,17,5
O=C1c2cccc3cccc(c23)C(=O)N1CCN1CCN(S(=O)(=O)c2cccc([N+](=O)[O-])c2)CC1,0.1,-0.3,4,6
CCc1ccc(C(=O)CC(c2ccccc2)C2CCCCC2=O)cc1 (configuration not stated),0.0,-0.5,3,-7
O=C(Nc1nc(-c2ccc(F)cc2)cs1)c1cccc(C(F)(F)F)c1,-0.1,-0.3,-16,-6
CCCC(=O)c1cn(CC(=O)OC)c2ccccc12,-0.1,-0.5,1,-4
Cc1nc2c(c(=O)[nH]1)CCN(Cc1cc(C)n(-c3cccnc3)c1C)C2,0.0,-0.2,-4,13
COc1cc(NC(=O)CSc2cc(=O)n(C)c3cc(Cl)ccc23)cc(OC)c1OC,0.1,2.2,3,-6
CCN(CC)C(=O)C1CCCN(c2cccc(C(=O)NCCN(C(C)C)C(C)C)c2)C1 (configuration not stated),0.0,1.1,-10,-1
Cc1ccccc1NC(=O)Nc1ccnn1C1CCN(Cc2ccc3c(c2)CCO3)CC1,-0.2,-0.2,-10,3
O=C(Nc1nc2c(s1)CCCC2)c1ccc(Cc2ccccc2)cc1,0.5,0.7,8,-40
O=C(O)c1n[nH]nc1-c1ccccc1O,-0.1,-1.0,4,0
O=C(NC(Nc1cccc(Cl)c1Cl)C(=O)c1ccccc1)c1cccs1 (configuration not stated),-0.2,-1.5,3,1
CC(=O)COC(=O)C1CCN(S(=O)(=O)c2cc([N+](=O)[O-])ccc2Cl)CC1,0.0,-0.3,12,3
CN(C)CCNC(=O)c1cccc(-c2cnc3c(n2)[nH]c(=O)n3-c2ccccc2)c1,-0.1,-0.3,7,2

# Among those listed so far, two contain a nitro group on carbon:
SMILES,FBW7 activator,GPR151 ag,MITF inh,TEAD-YAP block
O=C1c2cccc3cccc(c23)C(=O)N1CCN1CCN(S(=O)(=O)c2cccc([N+](=O)[O-])c2)CC1,0.1,-0.3,4,6
CC(=O)COC(=O)C1CCN(S(=O)(=O)c2cc([N+](=O)[O-])ccc2Cl)CC1,0.0,-0.3,12,3

# Next part.
SMILES,FBW7 activator,GPR151 ag,MITF inh,TEAD-YAP block
CCOC(=O)c1c(/N=c2\oc3ccccc3cc2C(=O)Nc2ccccc2OC)sc(C)c1C,0.2,0.9,42,-21
NS(=O)(=O)c1ccc(NC(=O)COC(=O)c2sc3cc(F)ccc3c2Cl)cc1,0.2,1.2,-6,-10
COc1cccc(-c2cc(C(=O)Nc3cc(S(N)(=O)=O)ccc3C)c3ccccc3n2)c1,0.1,-2.0,-11,20
Cc1noc(C)c1-c1cccc(C(=O)Nc2ccc(N3CCOCC3)cc2)n1,0.0,4.1,3,-21
NC(=O)N/N=C1/CC2C3C/C(=N\NC(N)=O)C4C3CC2C14 (configuration not stated),-0.2,2.1,-6,8
Cc1ccc(NC(=S)NC(=O)c2ccc(Cl)cc2)nc1,0.0,-0.3,-12,-54
CCOC(=O)c1ccc(O)cc1,0.0,1.5,7,-2
Cc1c(C(=O)NCc2ccccn2)sc2ncn(Cc3ccccc3F)c(=O)c12,0.3,-0.9,22,3
Cc1nc(SCC(=O)Nc2sccc2C#N)c2c3c(sc2n1)CCCC3,-0.1,-0.1,-4,-16
CCc1n(CC(O)COc2cccc(C)c2)c2ccccc2[n+]1C (configuration not stated),0.1,0.3,4,10
CCOC(=O)C1(CCCc2ccccc2)CCN(C(=O)CCN2CCCCO2)CC1,-0.1,-0.4,-6,-7
Cc1cc(Cc2cc(C)c(NC(=O)CSc3ccccn3)c(C(C)C)c2)cc(C(C)C)c1NC(=O)CSc1ccccn1,0.0,2.2,-14,2
Cc1cc(=O)c(OCc2ccccc2)cn1CC(=O)Nc1ccc(F)cc1F,-0.1,2.4,1,0
O=C(N/N=C/c1ccccc1O)c1cccc(NC(=O)c2ccc(F)cc2)c1,0.1,-0.4,12,-9
O=C(CCC1CCCCC1)Nc1ccc(O)cc1,0.1,-0.2,16,7
CCNC(=O)CN(CCc1ccccc1)S(C)(=O)=O,0.1,0.4,-12,-2
c1ccc(Nc2nc(NCc3cccnc3)c3ncn(C4CCCCC4)c3n2)nc1,-0.1,-1.6,0,-17
Cc1noc(C)c1CC(=O)N1CCc2c([nH]c3ccccc23)C1c1ccccn1 (configuration not stated),-0.2,0.1,-11,-13
CCC(=O)Nc1cccc(NC(=O)CSc2nnnn2Cc2ccccc2)c1,-0.2,0.0,-6,-4
CCOC(=O)c1ccc(N=C2SC(C(=O)Nc3ccc(C)cc3C)CC(=O)N2C)cc1 (configuration not stated),0.1,1.4,-6,10

# Of the compounds above, these have an aryl methoxy group:
SMILES,FBW7 activator,GPR151 ag,MITF inh,TEAD-YAP block
COc1ccc(OC)c(C2C(C#N)=C(N)Oc3n[nH]c(C)c32)c1 (configuration not stated),-0.1,1.1,7,-10
COc1ccc(-n2cc(-c3ccccc3)nc2SCC(=O)NC2CCCCC2)cc1,-0.2,0.2,11,-13
COc1ccc(C(c2c(NC(=O)c3ccco3)sc(C)c2C)N2CCCCC2)cc1 (configuration not stated),-0.1,-0.2,8,-9
COc1ccc(-n2nc3ccc(N)cc3n2)cc1,-0.2,-1.4,10,-19
COc1cc(-c2nnc(CSc3nnnn3-c3cccc(C)c3)o2)cc(OC)c1OC,0.1,0.3,-16,5
COc1cc(NC(=O)CSc2cc(=O)n(C)c3cc(Cl)ccc23)cc(OC)c1OC,0.1,2.2,3,-6
CCOC(=O)c1c(/N=c2\oc3ccccc3cc2C(=O)Nc2ccccc2OC)sc(C)c1C,0.2,0.9,42,-21
COc1cccc(-c2cc(C(=O)Nc3cc(S(N)(=O)=O)ccc3C)c3ccccc3n2)c1,0.1,-2.0,-11,20

# Continuation.
SMILES,FBW7 activator,GPR151 ag,MITF inh,TEAD-YAP block
CCOc1ccc(NC(=O)CSc2nnc(CNC(=O)c3ccco3)n2-c2cccc(C(F)(F)F)c2)cc1,0.3,1.5,15,-4
O=C(Nc1ccc(Br)cc1)c1nn2c(C(F)(F)F)cc(-c3ccc(Br)cc3)nc2c1Br,0.0,-0.8,3,-4
Cc1ccccc1OCC(=O)Nc1ccc(N2C(=O)c3cccc([N+](=O)[O-])c3C2=O)cc1,0.0,-0.2,2,-1
Cc1cccc(/C=N/NC(=O)c2ccccc2Cl)c1,0.0,1.1,9,-16
COc1cc(NC(=O)COc2ccc(Cl)c(C)c2)ccc1NC(=O)C(C)C,0.1,-0.8,16,11
OCCCNc1nccn2c(-c3cccc4cccnc34)cnc12,0.0,1.4,-1,-14
CCCc1cc(=O)[nH]c(Nc2ccccc2O)n1,-0.3,0.3,0,4
CC1CCN(C(=O)CN(C)S(=O)(=O)c2ccc3c(c2)C(C)(C)C(=O)N3C)CC1,-0.1,0.2,2,-1
COC(=O)CN1C(=O)C2(OCCO2)c2cc(Br)ccc21,1.0,0.5,-1,0
COc1ccc(C(=O)c2oc3ccccc3c2NC(=O)c2cccs2)cc1,-0.2,-0.8,-2,5
CCOC(=O)c1[nH]c(C)c(C(=O)N(C)C2CCN(C)CC2)c1C,0.1,0.8,1,-3
COc1cccc(C(=O)N=c2sc3cccc(OC)c3n2C)c1OC,0.0,-1.4,-12,-12
Cc1ccc(S(=O)(=O)c2cnc(=S)[nH]c2N)cc1,-0.3,-1.3,-9,1
NC(=O)C1CCCC(Nc2nccc(-c3ccccc3)n2)C1 (configuration not stated),0.0,-0.6,-7,-18
O=C(Cn1c2ccccc2c2cn[nH]c(=O)c21)NCc1cccc(Cl)c1,-0.3,0.2,-9,-8
CC1=C(C(=O)N2CCCCC2C)C2(CCCCCC2)OC1=O (configuration not stated),0.0,1.3,2,-10
O=C1/C(=C/c2ccccc2Cl)Oc2c1ccc(O)c2CN1CCOCC1,-0.2,4.2,1,16
CC(C)(C)c1ccc(NC(=O)NCc2ccco2)cc1,-0.2,1.9,8,-26
O=C(COc1ccc(CO)cc1Cl)Nc1ccc(F)cc1,0.1,-1.5,16,8
COc1ccc(NC(=O)Cn2c(-c3ccccc3)cn(-c3ccc(C)cc3)c2=O)cc1,-0.2,2.0,4,5
CC1CN(CC(O)COc2ccc3c(c2)OCO3)CC(C)O1 (configuration not stated),-0.2,2.5,2,-7
Cc1ccc(Oc2ncnc(N)c2[N+](=O)[O-])cc1C,0.1,0.3,-10,11
COc1cc(C(=O)N/C(=C\c2ccc(O)cc2)C(=O)O)cc(OC)c1OC,0.0,-1.6,13,-6
COc1ccccc1CN1CCC(C2(C)NC(=O)NC2=O)CC1 (configuration not stated),0.2,-0.1,9,4
Cc1csc(NC(=O)CSc2nnc(-c3cccnc3)n2-c2ccc(Cl)cc2)n1,-0.1,-0.1,6,23
OCCn1c(SCCc2ccccc2)nc2ccccc21,0.0,-0.2,2,-11
Cc1c(C(=O)NCC2CCCO2)sc2ncn(CC(=O)N3CCCCC3)c(=O)c12 (configuration not stated),0.4,-0.9,20,1
COc1ccc(NC(=O)CCCOc2ccccc2OC)c(OC)c1,0.1,2.3,-5,3
C[C@@H](OCc1ccccc1)[C@@H]1NC(=O)[C@H]2CNCCN2C1=O,0.3,0.4,7,0
O=C(Cc1ccc(F)cc1)OCC(=O)c1ccc[nH]1,0.3,-1.0,10,18
COc1ccc(C)c2sc(NC(=O)c3ccco3)nc12,0.4,-1.0,11,10
CCOC(=O)c1c(NC(=O)COc2ccc(C(C)C)cc2)sc2c1CCC(C)C2 (configuration not stated),0.1,0.5,1,4
O=C1OC(=Nc2ccc([N+](=O)[O-])cc2)c2cccc3cccc1c23,-0.1,-0.7,-5,0
COC(=O)c1cc(CNC(=O)c2cnsn2)cc(NC(=O)c2ccccc2F)c1,0.1,2.0,6,-3
c1ccc(Nc2nc(CN3CCCCC3)nc3ccccc23)cc1,0.0,-1.2,9,6
CCn1c(C(=O)O)c(CNCCC2=CCCCC2)c2ccccc21,0.3,0.3,-16,-5
CCN(CC)C(=O)COc1ccc2ccccc2c1Br,-0.1,-0.4,-15,-41
O=C1SC(Nc2cccc3ccccc23)C(=O)N1c1ccccc1 (configuration not stated),-0.1,0.4,-6,1
CN(CC(=O)Nc1ccc(F)cc1)C(=O)COC(=O)/C=C/c1ccccc1[N+](=O)[O-],0.0,-2.7,-11,-1
O=C(N/N=C/c1ccc([N+](=O)[O-])cc1)c1cc(O)c(O)c(O)c1,-0.2,1.5,1,-5
COc1cc2c(cc1OC)C1C(C(=O)NCc3cccs3)c3ccccc3C(=O)N1CC2 (configuration not stated),0.0,-0.7,7,-1
Cc1nc(N/N=C/c2cccnc2)cc(N2CCOCC2)n1,-0.2,0.7,-4,1
NC(=O)c1ccsc1NC(=O)C1COc2ccccc2O1 (configuration not stated),-0.1,2.3,-3,-70
CN1c2ncccc2C(=O)NC12CCN(C(=O)c1cccnc1)CC2,0.2,-1.3,6,6
C[C@]12CCC3c4ccc(O)cc4CCC3C1C[C@@H](O)[C@@H]2O (some centres not stated),0.4&0.2,-0.2&1.2,25&8,-4&-1
CCCCOc1ccc(C(=O)Nc2sc3c(c2C(=O)OCC)CCCCC3)cc1,0.3,-1.1,-2,-7

# Limited to MITF inh, TEAD-YAP block and GPR151 ag (6 entries from above):
molecule | MITF inh | TEAD-YAP block | GPR151 ag
CCCCOc1ccc(C(=O)Nc2sc3c(c2C(=O)OCC)CCCCC3)cc1 | -2 | -7 | -1.1
Cc1nc(N/N=C/c2cccnc2)cc(N2CCOCC2)n1 | -4 | 1 | 0.7
CN1c2ncccc2C(=O)NC12CCN(C(=O)c1cccnc1)CC2 | 6 | 6 | -1.3
COc1cc2c(cc1OC)C1C(C(=O)NCc3cccs3)c3ccccc3C(=O)N1CC2 (configuration not stated) | 7 | -1 | -0.7
NC(=O)c1ccsc1NC(=O)C1COc2ccccc2O1 (configuration not stated) | -3 | -70 | 2.3
C[C@]12CCC3c4ccc(O)cc4CCC3C1C[C@@H](O)[C@@H]2O (some centres not stated) | 25&8 | -4&-1 | -0.2&1.2
